Source: PubChem
PriA SSB inh: inhibitors of Klebsiella pneumoniae PriA binding to SSB C-terminal tail, primary screen, biochemical, AlphaScreen; PriA–SSB C-terminal tail interaction (Klebsiella pneumoniae); AlphaScreen SSBct-PriA binding, biotinylated peptide; inhibition, % at 33 µM; hit rate 0.6% among 430,000; AID 1272365, 2023; in the data active means inhibition mostly above about 37%, no sharp cut-off; inactive means mostly below about 20%;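 further: plate controls were negative control peptide for no effect and reference peptide for full effect; strong numbers were not always called active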
* hit, by the source's call; & = joins results of further samples. These rows are one share of the data (hit frequency here may not be typical).

SMILES	PriA SSB inh
CCc1cccc(C)c1NC(=O)CSc1nc2cc(-c3ccccc3)sc2c(=O)n1C	-13
Cc1cccc(NC(=O)N2CCC(c3nnc(C4CC4)s3)CC2)c1	1
COc1ccc(NC(=O)C(=O)NC[C@H](O)c2ccoc2)cc1Cl	-3
O=C(CCS(=O)(=O)Cc1ccccc1)Nc1nc(-c2ccccc2)cs1	-2
O=C(Cc1n[nH]c(=O)c2ccccc12)NN=Cc1cc2c(cc1Cl)OCO2	0
CC(=O)c1cccc(NC(=O)Cn2c(C)cc(C)c(C#N)c2=O)c1	-7
COc1cc(Cl)c(C)cc1NC(=O)Cn1c(-c2ccncc2)nc(C)cc1=O	-17
O=C(CNC(=O)c1ccccc1F)NN=C/C=C/c1ccccc1	-6
COc1cc(C(=O)N2CCCC(c3nnc(-c4cccs4)o3)C2)cc(OC)c1OC (stereo unspecified)	1&6
Cc1ccc(S(=O)(=O)NCC(=O)O)cc1	-12
COc1cc(C=NN2CCN(c3ccccc3OC)CC2)ccc1OC(C)=O	1
O=C(NCCc1ccccc1)c1sccc1S(=O)(=O)N1CCN(c2ccccc2F)CC1	-10
O=C(CSCc1ccccc1)NCc1cc(-c2cc3ccccc3o2)on1	-18
COC(=O)N1CCc2ccc(NC(=O)c3nc4ccccc4s3)cc2C1	-18
O=C(CC1(O)C(=O)Nc2ccc(Br)cc21)c1ccccn1 (stereo unspecified)	-3
COc1cc(NC(=O)NCCOc2ccc3nnc(-c4ccccc4)n3n2)cc(OC)c1	4
COc1ccc(C(=O)Nc2ccc3c(c2)CC(=O)N3)c(OC)c1	-24&20
COc1ccccc1NC(=O)Cn1c(=O)n(CCCCC(=O)NC(C)C)c(=O)c2ccccc21	0
CN(C)c1cc(N2CCN(C(=O)c3cccc(C(F)(F)F)c3)CC2)cnn1	-15
Cc1ccc(N2CCn3c(SCC(=O)NCC4CCCO4)nnc32)cc1 (stereo unspecified)	-1
Cc1c(C(=O)NN=Cc2cccs2)nnn1-c1nonc1N	-5
CS(=O)(=O)N1CCc2nc(NC(=O)Nc3c(F)cccc3F)sc2C1	-15
O=C(Nc1nnc(-c2ccc(Br)cc2)o1)c1cc(Cl)sc1Cl	7
Cn1cccc1-c1noc(CNS(=O)(=O)c2cccc(C(F)(F)F)c2)n1	0
COc1ccccc1C(=O)NC(C)c1nc2ccccc2n1Cc1ccccc1F (stereo unspecified)	7
(continued)
SMILES	PriA SSB inh
O=[N+]([O-])c1ccccc1C=NNC1=NCCN1	1
O=c1cccnn1CCCNS(=O)(=O)c1ccccc1Cl	9
COc1nc(NN=Cc2ccccc2F)nc(N2CCCCC2)n1	-22
Cc1nc2sccn2c1C=O	-1
Cc1ccc(-c2cc(C(=O)NN=Cc3c[nH]c4ccccc34)n[nH]2)o1	17
Cc1cc(C)n(C(=O)CCCN(C)S(=O)(=O)c2ccc3c(c2)C(=O)c2ccccc2C3=O)n1	11
C=C1C2(C(N)=O)CCC(C2)C1(C)CBr (stereo unspecified)	-18
CC(=NNC(=O)COc1c(C)cccc1C)c1cccs1	-6
CCOC(=O)NN=Cc1c[nH]c2ccccc12	-3
CC1CN(S(=O)(=O)c2ccc(C(=O)Nc3ccc(Cc4ccc(NC(=O)c5ccc(S(=O)(=O)N6CC(C)OC(C)C6)cc5)cc4)cc3)cc2)CC(C)O1 (stereo unspecified)	-5
CCOc1cccc(C=NNC(=S)NCCN2CCOCC2)c1O	-5
CC(C)(C)c1ccc(C=NNc2ccc(C(=O)O)cc2)cc1	18
CCOc1ccc(-c2cc(=O)n(CC(=O)NC[C@H]3CCCO3)cn2)cc1	-6
O=C(CSc1nccn2nc(-c3ccccc3)cc12)Nc1ccc(Oc2ccccc2)cc1	2
ON=C(c1ccccc1)c1cc2cc(Br)cc(Br)c2o1	9
O=C(NCCOc1ccccc1)NCCc1ccoc1	0
Cc1cc(C)nc(OC2CCC(NC(=O)C3CCC(=O)N3)CC2)n1 (stereo unspecified)	-6
Cn1c(C(F)(F)F)nn(CCNC(=O)c2cc3ccccc3o2)c1=O	-8
O=C(CCSc1ccccc1)NCCn1nc(-c2ccccn2)cc1C1CC1	5
CCOC(=O)c1c(NC(=O)c2csc3c2CC[C@H](C)C3)sc(C)c1C	-14
CCOC(=O)c1sc(NC(=O)c2ccc(N3C(=O)CCC3=O)cc2)c(C#N)c1C	-12&-5
O=C(NN=Cc1ccnc2ccccc12)c1ccccc1O	2
Cc1ccc(S(=O)(=O)N2CCc3ccc(NC(=O)CC(C)(C)C)cc3C2)cc1	11
O=C1CCc2cc(NC(=O)c3cccc(C(F)(F)F)c3)ccc2N1	-3
Cc1ccc2[nH]c3nc(NN=Cc4cccc(O)c4)nnc3c2c1	-9

Entries listed so far that contain a cyano group (2):
SMILES	PriA SSB inh
CC(=O)c1cccc(NC(=O)Cn2c(C)cc(C)c(C#N)c2=O)c1	-7
CCOC(=O)c1sc(NC(=O)c2ccc(N3C(=O)CCC3=O)cc2)c(C#N)c1C	-12&-5

(cont.)
SMILES	PriA SSB inh
COc1ccc2oc(-c3csc(NC(=O)c4cc(C)no4)n3)cc2c1	-8&5
O=C(N(Cc1ccsc1)Cc1ccccn1)C1(c2ccccc2)CCOCC1	-4
COc1ccc(/C=C/C(=O)Nc2ccccc2-c2nnc(SC)o2)cc1OC	-6
O=C(Cn1cnc(-c2ccc(F)cc2)cc1=O)Nc1ccccn1	0
COc1cc(NC(=O)Nc2nccn(-c3cccc(Cl)c3)c2=O)cc(OC)c1	0
CC(C)c1ccc(S(=O)(=O)NCC(c2ccsc2)N2CCOCC2)cc1 (stereo unspecified)	1
O=C(Nc1ncccn1)c1c[nH]c2ccc(F)cc2c1=O	-9
COc1ccc(NC(=O)CSc2nc3c(sc(=S)n3-c3ccccc3)c(=O)[nH]2)cc1Cl	3
O=C(NCc1cccs1)NCc1nnnn1-c1cccc(F)c1	9
O=C(COc1ccc(Cl)cc1)Nc1nc(-c2ccc(F)cc2)cs1	1
Cc1cc(NC(=O)C(=O)NCC(c2cccs2)N(C)C)c2ccccc2n1 (stereo unspecified)	-12&15
O=C(Cc1csc(SCc2ccc(Br)cc2)n1)NCc1ccccn1	-10
O=C(NN=Cc1cccc([N+](=O)[O-])c1)c1cnccn1	-16
Cc1ccc(S(=O)(=O)CC(=O)NNc2nc3c(C)ccc(C)c3s2)cc1	23
C[C@](O)(CNS(=O)(=O)c1cccnc1)c1cc2ccccc2s1	1
COc1ccc(OC)c(-c2cc(C(=O)NCc3nn(C)c4c3CCCC4)n(C)n2)c1	10
COc1ccccc1OCC(=O)N1CCS[C@H](c2ccccc2Cl)CC1	11
Cn1nccc1C(=O)N1CCN(c2cc(C(F)(F)F)ncn2)CC1	-2
COc1ccc(NC(=O)NC2CC(=O)N(c3ccc(Cl)cc3)C2)c(OC)c1 (stereo unspecified)	-8
COc1ccc(C2CCN(S(=O)(=O)/C=C/c3ccc(C)cc3)C2)cc1 (stereo unspecified)	-1
Cc1nccn1S(=O)(=O)c1ccc(C(C)C)cc1	-3
CNC(=O)c1c(NC(=O)C(C)(C)C)sc2c1CCCC2	1
CCOC(=O)N1CCc2nc(NC(=O)c3ccnn3C)sc2C1	-2
O=c1[nH]c2nc(NCc3ccccc3C(F)(F)F)ncc2c(=O)n1CCc1cccs1	-13
CCc1[nH]nc(S(=O)(=O)N2CCC(Cc3ccccc3)CC2)c1C(=O)OC	0
(more compounds)
SMILES	PriA SSB inh
O=C(NCC1CCC(c2nc3ccccc3[nH]2)CC1)c1ccno1 (stereo unspecified)	-10
O=C(c1ccccc1F)N1CC(Oc2nc3c(Cl)cccc3s2)C1	-12
COc1ccc(-n2c(=S)[nH]c3cc(C(=O)Nc4ccc(OC)c(Cl)c4)ccc3c2=O)cc1	3
Cc1ccc(S(=O)(=O)N(CC(=O)NN=Cc2ccco2)Cc2ccccc2)cc1	17
Nc1nonc1-c1nc2ccccc2n1CC(=O)NN=Cc1ccc(-c2ccc(Cl)cc2)o1	-12
NC(Cn1cncn1)=NNC(=O)C(=O)Nc1ccc(Cl)cc1Cl	-7
CC(C)C(=O)N1CCc2ccc(NC(=O)Cc3ccc(F)cc3)cc2C1	-1
O=C(Nc1cnn(CC2CCOCC2)c1)c1ccc2c(c1)OCO2	-12
O=C(NN=Cc1ccc([N+](=O)[O-])cc1)c1ccc2nc[nH]c2c1	-7
O=S(=O)(Nc1cccc(C(F)(F)F)c1)c1c(Cl)cccc1Cl	-13
[O-][N+](=NNc1ccc(Cl)cc1)c1ccccc1	7
O=C(NCc1ccsc1)c1cccc2ccccc12	-11
CN(C)c1ccc(OC2CCN(C(=O)Nc3cccs3)C2)nn1 (stereo unspecified)	-10
Cc1cc(Br)ccc1NC(=O)CC1CCCCN1S(=O)(=O)c1cccs1 (stereo unspecified)	31
CC(C)(C)S(=O)(=O)[C@H]1CCN(C(=O)CCc2c(Cl)cccc2Cl)C1	-23
COc1ccc(CNC(=O)C2CCN(c3cc(Sc4cc(C)ccc4C)ncn3)CC2)c(OC)c1	-12
CCOc1ccc2nc(NC(=O)c3ccc(S(=O)(=O)Nc4cccnc4)o3)sc2c1	-7
COc1ccc(C=NNC(=O)c2cccc([N+](=O)[O-])c2)cc1OC(=O)c1ccccc1	0
O=C1CCCC(=O)N1CCS(=O)(=O)N1CCC[C@H](Cc2nc(-c3cnccn3)no2)C1	3
Oc1ccc(CSCc2ccccc2)c2cccnc12	10
CCCCC(=O)Nc1nc2ccc(OCC)cc2s1	2
COc1ccc(NC(=O)C[C@H]2CCCCN2S(=O)(=O)c2ccc(F)cc2)cc1Cl	-13
Cc1nc2ccc3nc(Nc4nc5c(F)cccc5s4)sc3c2s1	3
C=Cc1ccc(Cn2ccn(-c3cccc(Cl)c3C)c(=O)c2=O)cc1	4
COC(=O)Cn1c(=NC(=O)c2ccc(OC)cc2)sc2cc(NC(C)=O)ccc21	-4

Quoted from the results shown for reference:
SMILES	PriA SSB inh
CCc1[nH]nc(S(=O)(=O)N2CCC(Cc3ccccc3)CC2)c1C(=O)OC	0
O=C(NCC1CCC(c2nc3ccccc3[nH]2)CC1)c1ccno1 (stereo unspecified)	-10
O=C(c1ccccc1F)N1CC(Oc2nc3c(Cl)cccc3s2)C1	-12
COc1ccc(-n2c(=S)[nH]c3cc(C(=O)Nc4ccc(OC)c(Cl)c4)ccc3c2=O)cc1	3
Cc1ccc(S(=O)(=O)N(CC(=O)NN=Cc2ccco2)Cc2ccccc2)cc1	17
Nc1nonc1-c1nc2ccccc2n1CC(=O)NN=Cc1ccc(-c2ccc(Cl)cc2)o1	-12
NC(Cn1cncn1)=NNC(=O)C(=O)Nc1ccc(Cl)cc1Cl	-7
CC(C)C(=O)N1CCc2ccc(NC(=O)Cc3ccc(F)cc3)cc2C1	-1
O=C(Nc1cnn(CC2CCOCC2)c1)c1ccc2c(c1)OCO2	-12
O=C(NN=Cc1ccc([N+](=O)[O-])cc1)c1ccc2nc[nH]c2c1	-7
O=S(=O)(Nc1cccc(C(F)(F)F)c1)c1c(Cl)cccc1Cl	-13
[O-][N+](=NNc1ccc(Cl)cc1)c1ccccc1	7
O=C(NCc1ccsc1)c1cccc2ccccc12	-11
CN(C)c1ccc(OC2CCN(C(=O)Nc3cccs3)C2)nn1 (stereo unspecified)	-10
Cc1cc(Br)ccc1NC(=O)CC1CCCCN1S(=O)(=O)c1cccs1 (stereo unspecified)	31
CC(C)(C)S(=O)(=O)[C@H]1CCN(C(=O)CCc2c(Cl)cccc2Cl)C1	-23
COc1ccc(CNC(=O)C2CCN(c3cc(Sc4cc(C)ccc4C)ncn3)CC2)c(OC)c1	-12
CCOc1ccc2nc(NC(=O)c3ccc(S(=O)(=O)Nc4cccnc4)o3)sc2c1	-7
COc1ccc(C=NNC(=O)c2cccc([N+](=O)[O-])c2)cc1OC(=O)c1ccccc1	0
O=C1CCCC(=O)N1CCS(=O)(=O)N1CCC[C@H](Cc2nc(-c3cnccn3)no2)C1	3
Oc1ccc(CSCc2ccccc2)c2cccnc12	10
CCCCC(=O)Nc1nc2ccc(OCC)cc2s1	2
COc1ccc(NC(=O)C[C@H]2CCCCN2S(=O)(=O)c2ccc(F)cc2)cc1Cl	-13
Cc1nc2ccc3nc(Nc4nc5c(F)cccc5s4)sc3c2s1	3

Other compounds:
SMILES	PriA SSB inh
O=C(O)CCCC(=O)n1cnc2ccccc21	-3
NS(=O)(=O)c1ccc(CCn2c(SCc3csc4ccc(Cl)cc34)nc3ccccc3c2=O)cc1	-2
CS(=O)(=O)N1CCC(CNC(=O)c2ccc(Cl)s2)CC1	-9
COc1ccc(Cl)cc1C(=O)Oc1coc(CSc2nnc(NC(=O)C3CC3)s2)cc1=O	-2
CN(C)C(C#N)c1ccccc1Cl (stereo unspecified)	-11&18
CN1CCCc2cc(CCNC(=O)COc3ccc(Cl)cc3Cl)ccc21	-10&18
COc1ccc(-c2noc(CSc3nc4ccsc4c(=O)n3Cc3ccccc3)n2)c(OC)c1	-5
Cn1c(SCC(=O)N2CCN(c3ccccc3F)CC2)nc2c(-c3ccccc3)csc2c1=O	-6
Cc1ccc(S(=O)(=O)Nc2ccc3c(c2)C(=O)NCCO3)cc1C	-7
